All columns: NCI-60 one-dose screen, growth in % after 48 h at 10 µM unless noted; 100 = growth as untreated, 0 = no growth, -100 = all killed.
OVCAR-3: OVCAR-3 ovarian cancer | actives 7% (n = 79,000) | AID 1794787
IGROV1: IGROV1 ovarian cancer. actives 4.7% (n = 79,000). AID 1794786
DU-145: DU-145 prostate cancer; AID 1794760; actives 4.2% (n = 81,000)
SK-OV-3: SK-OV-3 ovarian cancer cells; actives 3.2% (n = 80,000)
OVCAR-4: OVCAR-4 ovarian cancer cells | actives 3.7% (n = 80,000)
OVCAR-5: OVCAR-5 ovarian cancer | actives 2.9% (n = 82,000)
PC-3: PC-3 prostate cancer cells; actives 3.9% (n = 80,000); AID 1794754
OVCAR-8: OVCAR-8 ovarian cancer; actives 4.4% (n = 81,000)
Starred values were filed as active, the others as inactive; . = no result given; & = joins results of further samples. The calls were made as follows: active = growth percent below 10; inactive = the rest.

SMILES	OVCAR-3	IGROV1	DU-145	SK-OV-3	OVCAR-4	OVCAR-5	PC-3	OVCAR-8
Cn1c(=O)[nH]c(=O)c2nc(/C=C/c3ccccc3)c(/C=C/c3ccccc3)nc21	108	107	100	106	103	111	96	100
CN1C(=O)NNC(=O)c2ccccc21	111	101	109	106	103	95	105	101
COc1ccc(C2=C(C)c3ccc(OC(C)=O)cc3OC2(C)C)cc1	104	97	113	108	93	93	81	102
CC(=O)OC[C@]12CC[C@@H](C(=O)/C=C/c3cccnc3)[C@@H]1[C@H]1CC[C@@H]3[C@@]4(C)CC[C@H](OC(C)=O)C(C)(C)[C@@H]4CC[C@@]3(C)[C@]1(C)CC2	8.9*	-13*	46	66	22	15	20	23
CCCCn1c(=O)c(/C=C/C(=O)/C=C/c2ccc3c(c2)OCO3)cc2cc(C)ccc21	103	100	98	105	94	113	64	88
Nc1nccc(N2CCCC(CO)(CCCc3ccccc3)C2)n1 (stereo unspecified)	89	96	104	107	82	105	82	91
COc1cc(-c2nc(SC(C)C)nc(Nc3ccc(Cl)cc3)c2C#N)cc(OC)c1OC	88	94	97	.	79	78	84	75
N#Cc1c(NC(=O)NCc2ccccc2)sc2c1CCCCC2	-18*	27	3.5*	25	43	44	29	22
CCN(CC)c1cc(/C=C/c2ccc(Cl)cc2)nc2cc(Cl)c(Cl)cc12	.	92	94	101	91	97	88	92
CC(C)(C)c1ccc(OCCCl)c(Cl)c1	123	124	122	108	115	102	93	103
C=C(OC(C)=O)c1ccccc1	112	113	113	96	115	106	79	101
CC1=C(C)C(=O)OC([C@](C)(O)[C@]2(O)CC[C@@]3(O)[C@@H]4C[C@H]5O[C@]56CC=CC(=O)[C@]6(C)[C@H]4CC[C@]23COC(=O)c2ccc(C)o2)C1 (stereo partly specified)	-96*	-54*	-92*	-52*	-33*	-70*	-35*	-14*
O=C(NCCNc1nccc(-c2c(-c3ccc(F)cc3)nc3sccn23)n1)c1cc(N2CCOCC2)cc(C(F)(F)F)c1	86	53	69	86	87	90	.	56
CSc1cc(SC)nc(N)n1	115	132	110	115	102	112	100	103
Cc1c(O)cnc2nn(-c3ccccc3)c(=N)n12	113	113	110	108	96	106	119	103
O=C(Nc1ccccn1)Nc1ccccn1	113	100	111	104	100	132	99	102
Clc1ccc2c(c1)N(CCCN1CCCC1)c1ccccc1S2	44	.	59	37	54	54	19	77
COc1ccc2[nH]c(=O)cc(-n3ncc(/C(C)=N/Nc4ccc(S(N)(=O)=O)cc4)c3C)c2c1	105	110	107	109	102	103	126	104
O=C(O)c1cccc([N+](=O)[O-])c1Br	107	107	108	109	113	114	92	104
CCCN1CCc2cc(OC)c(OC)cc2C1Cc1ccc(OC)c(OC)c1 (stereo unspecified)	114	110	130	97	114	118	87	103
CCOc1ccc(N2C(=O)CCSC2=S)cc1	114	99	103	101	109	107	93	104
COCCCNc1nc2ccccc2c2c(=O)c3cc(F)ccc3sc12	114	86	105	102	101	92	85	96
OC(COc1ccccc1Cl)CN1CCCCC1 (stereo unspecified)	130	.	125	107	110	110	99	112
Cc1cccc2c1N[C@@H]1N(C)c3ccccc3[C@]1(C)C2	97	89	108	98	78	90	98	109
COc1ccccc1S(=O)(=O)Nc1ccc2c3c(cc(-c4cnn(C)c4)nc13)C(=O)N2C	34	18	64	15	51	54	42	47
COc1cc(NC(C)CCCN2C(=O)c3ccccc3C2=O)c2nc(C)ccc2c1OC (stereo unspecified)	.	129	103	106	69	100	81	88
CCOC(=O)C(C(=O)OCC)c1nc2sc3cc(Cl)c(Cl)cc3n2c(=N)c1C#N	126	.	134	84	83	122	92	110
COc1cc2oc(-c3cccc(NC(=O)c4ccc5c(c4)OCO5)c3)cc(=O)c2c(O)c1OC	105	94	98	57	74	86	77	62
O=C(CCN1CCOCC1)Nc1ccc(Cn2nnc3c2C(=O)c2nnn(Cc4ccc(NC(=O)CCN5CCOCC5)cc4)c2C3=O)cc1	-1.7*	-20*	61	95	-81*	110	18	46
CCCCCCOC(=O)N1CCCCC1CCCC (stereo unspecified)	118	115	111	109	122	105	104	110

Limited to PC-3 (4 entries from above):
molecule | PC-3
O=C(O)c1cccc([N+](=O)[O-])c1Br | 92
CCCN1CCc2cc(OC)c(OC)cc2C1Cc1ccc(OC)c(OC)c1 (stereo unspecified) | 87
CCOc1ccc(N2C(=O)CCSC2=S)cc1 | 93
COCCCNc1nc2ccccc2c2c(=O)c3cc(F)ccc3sc12 | 85

Later entries:
SMILES	OVCAR-3	IGROV1	DU-145	SK-OV-3	OVCAR-4	OVCAR-5	PC-3	OVCAR-8
COC(=O)c1cc(C(=O)C(C)(C)C)n2c1ccc1c3ccccc3ccc12	110	94	112	102	94	101	86	101
Nc1cccc(Nc2cc(S(=O)(=O)O)c(N)c3c2C(=O)c2ccccc2C3=O)c1	103	106	119	89	107	111	100	104
COc1ccc(C(=O)/C=C/c2ccccc2Cl)cc1S(N)(=O)=O	91	101	117	110	118	99	106	110
c1ccc2nc3c(nc2c1)[nH]c1ccccc13	.	56	93	86	77	.	98	96
O=S(=O)(Nc1ccc(O)cc1)c1ccccc1	114	103	115	105	102	108	96	103
Cc1nn(-c2ccccc2)c(N2CCCC2)c1-c1nc2ccc(C(=O)O)cc2[nH]1	105	97	107	107	95	103	92	101
CC(=O)C1=C(O)C=C2Oc3c(C(=O)/C=C/c4ccccc4)c(O)c(C)c(O)c3[C@]2(C)C1=O	27	37	57	41	55	79	24	14
CCN(CC)CCCNc1ccc(C)c2sc3ccccc3c(=O)c12	68	52	43	56	65	56	23	43
CC1(C)CC[C@]2(C(=O)Nc3ccccn3)CC[C@]3(C)C(=CC[C@@H]4[C@@]5(C)C/C(=C/c6cccnc6)C(=O)C(C)(C)[C@@H]5CC[C@]43C)[C@H]2C1	35	53	53	74	27	56	20	29
CCOC(=O)/C=C(\CC(=O)OCC)n1c(=O)c2sc3ncccc3c2n2nnc(-c3ccccc3)c12	120	97	124	.	100	106	88	98
CC(=O)N(Cc1ccccc1)c1nc2ccc(O)c(CN(C)C)c2s1	105	94	108	104	98	100	90	103
COc1ccc(-c2nc(SCc3cc(=O)oc4ccc(OC)cc34)[nH]c(=O)c2C(=O)NC(C)(C)C)cc1	107	108	106	87	103	103	96	98
CCOC(=O)C1=C(C)n2nc(CC#N)c(C#N)c2NC1c1ccc([N+](=O)[O-])cc1 (stereo unspecified)	104	102	106	119	102	99	94	101
CCOP(=O)(CCCCCCOc1cc(OC)c2c(c1OC)OCO2)OCC	98	85	97	92	84	94	88	98
COc1ccc2c(c1)sc1nc(-c3ccc(N(C)C)cc3)cn12	89	16	103	83	98	99	61	95
COc1ccc(-c2nc3sccn3c2/C=C2\C(=O)Nc3ccccc32)cc1O	93	81	115	104	103	79	69	93
O=C(Nc1ccc(F)cc1)Nc1ccc(NC(=O)c2cc(Cl)nc3ccccc23)cc1	12	53	57	60	51	93	59	43
COc1ccc(/C=N/OCC(O)CNCc2ccccc2)cc1OC1CCCC1 (stereo unspecified)	104	96	105	.	91	101	87	104
CC(=O)c1cc2c(cc1C)C(C)(C)CC(C)C2(C)C (stereo unspecified)	107	102	106	91	110	108	75	97
CC(=O)C(N=Nc1ccc(C(c2ccc(N=NC(C(C)=O)C(C)=O)cc2)(c2ccc(N=NC(C(C)=O)C(C)=O)cc2)c2ccc(N=NC(C(C)=O)C(C)=O)cc2)cc1)C(C)=O (stereo unspecified)	93	108	103	89	85	105	84	91
CCN1CCC2(CC1)Nc1cc(Cl)ccc1-c1ccnn12	84	86	107	79	80	100	73	91
O=S(=O)(O)C1CC2NC3C4CCCC(S(=O)(=O)O)C4C(Nc4ccccc4)CC3N(c3ccccc3)C2CC1Nc1ccccc1 (stereo unspecified)	111	97	113	74	105	110	103	101
CCCCc1ccccc1C(=O)CCN1CC2CCC(CC2)C1	110	102	99	102	112	109	105	106
NC(=O)C(=O)Nc1ccc2c(c1)OCO2	106	94	106	91	112	117	99	106
Cc1ccc(S(=O)(=O)Nc2nc3ccccc3nc2Nc2ccc3nsnc3c2)cc1	35&48	42&66	63&71	69&30	31&39	87&92	27&43	63&43
C/C(=N\Nc1ccc([N+](=O)[O-])cc1[N+](=O)[O-])c1ccc[nH]1	114	104	105	114	106	88	77	104
Cn1ccnc1C(=O)/C=C/c1ccc(CNC(=O)c2ccc(S(F)(F)(F)(F)F)cc2)cc1	17	17	14	67	36	22	26	26
CCCn1c(O)c(N=Nc2nc(-c3cc4ccccc4oc3=O)cs2)c2ccccc21	63	35	76	108	83	40	55	91
N#CCC(=O)Nc1nc2ccccc2[nH]c1=O	107	102	101	104	97	103	99	98
CS(=O)(=O)Oc1ccc(NC(=O)C23CC4CC(CC(C4)C2)C3)cc1	110	98	101	104	105	79	87	102

Entries from the list above that have an aryl thioether with sulfur outside any ring:
SMILES	OVCAR-3	IGROV1	DU-145	SK-OV-3	OVCAR-4	OVCAR-5	PC-3	OVCAR-8
COc1cc(-c2nc(SC(C)C)nc(Nc3ccc(Cl)cc3)c2C#N)cc(OC)c1OC	88	94	97	.	79	78	84	75
CSc1cc(SC)nc(N)n1	115	132	110	115	102	112	100	103
COc1ccc(-c2nc(SCc3cc(=O)oc4ccc(OC)cc34)[nH]c(=O)c2C(=O)NC(C)(C)C)cc1	107	108	106	87	103	103	96	98

Back to the main list; the 4 compounds before the break are reprinted first.
SMILES	OVCAR-3	IGROV1	DU-145	SK-OV-3	OVCAR-4	OVCAR-5	PC-3	OVCAR-8
Cn1ccnc1C(=O)/C=C/c1ccc(CNC(=O)c2ccc(S(F)(F)(F)(F)F)cc2)cc1	17	17	14	67	36	22	26	26
CCCn1c(O)c(N=Nc2nc(-c3cc4ccccc4oc3=O)cs2)c2ccccc21	63	35	76	108	83	40	55	91
N#CCC(=O)Nc1nc2ccccc2[nH]c1=O	107	102	101	104	97	103	99	98
CS(=O)(=O)Oc1ccc(NC(=O)C23CC4CC(CC(C4)C2)C3)cc1	110	98	101	104	105	79	87	102
O=C1/C(=C/c2ccc(Cl)c(Cl)c2)SC(=S)N1C1c2ccccc2Oc2ccccc21	99	106	105	84	98	98	72	99
N#CC1=C(N)Oc2c(c(=O)[nH]c3ccccc23)C12C(=O)Nc1ccccc12 (stereo unspecified)	100	98	101	96	101	100	93	94
CCOC(=O)CSC1=Nc2c(c(-c3ccccc3)c(-c3ccccc3)n2C2CCCCC2)C2=NCCN12	106	94	112	109	96	100	91	99
COc1cc2oc(-c3cccc(C(=O)N[C@@H](C)C(=O)O)c3)cc(=O)c2c(OC)c1OC	114	109	111	123	103	111	100	102
O=C(CN1CCN(c2cc3c(cc2F)c(=O)c(C(=O)O)cn3C2CC2)CC1)N/N=C/c1ccc(Cl)cc1	106	106	107	100	96	99	94	.
C#CCOc1ccc(CNS(=O)(=O)c2ccc(C)cc2)cc1OC	107	105	105	111	103	106	98	106
O=C1N(Cc2ccc3ccccc3c2)c2ccc(Cl)cc2C12NCCc1cc(O)ccc12 (stereo unspecified)	98	88	109	104	83	95	80	99
CC(=O)OCC(=O)[C@@]1(O)[C@H](C)C[C@H]2[C@@H]3C=C(C)C4=Cc5c(cnn5-c5ccc(F)cc5)C[C@]4(C)[C@H]3[C@@H](O)C[C@@]21C	-20*	16	14	24	39	17	12	33
NC(N)=N/N=C/c1ccc[nH]1	114	100	119	100	97	111	101	105
CC1=CC(=O)/C(=C/N2C(=O)/C(=C\c3cccc(O)c3)SC2=S)C(=O)O1	103	98	110	97	97	110	104	102
C[C@]12CC[C@@H]3c4ccc(O)cc4CC[C@H]3[C@@H]1COC2=O	102	31	117	136	102	95	111	96
COc1ccc(C(O)(c2ccc(OC)cc2)c2ccccc2OC)cc1	114	.	114	109	104	113	85	106
CCOc1ccc(NC(=O)Nc2ccc(OCC)cc2)cc1	105	110	106	103	112	111	100	103
CCC(C)[C@H](NC(=S)Nc1cc(C(F)(F)F)cc(C(F)(F)F)c1)C(=O)N1CCC[C@H]1C(=O)N1CCC[C@H]1C(=O)OC (stereo partly specified)	91	121	102	107	109	87	.	93
CS(=O)(=O)c1ccc(-c2cnc3ccc(-c4cccc(S(C)(=O)=O)c4)nn23)cc1	33	14	28	43	73	44	38	53
O=C(CNc1c(Cl)cccc1Cl)Nc1ccc(-c2nc3ccccc3s2)cc1	54	49	86	98	17	110	86	67
O=C1Nc2ccc(I)cc2C1=O	75	47	106	108	101	99	87	91
O=NN(Cc1cccnc1)Cc1cccnc1	109	117	108	113	101	99	97	96
CN(C)c1ccc(C#Cc2c(F)cccc2Cl)cc1	91	47	101	79	72	99	71	93
CC(=O)CC(C)=Nc1ccc(Cl)cc1	99	91	85	98	96	86	82	86
CC1(C)CC[C@]2(C(=O)N[C@H](CO)Cc3ccccc3)CC[C@]3(C)C(=CC[C@@H]4[C@@]5(C)CCCNC(C)(C)[C@@H]5CC[C@]43C)[C@@H]2C1	97	65	94	100	88	101	26	97
c1cnc2noc(Nc3ncnc4c3sc3ncccc34)c2c1	97	109	108	104	99	97	94	100
C(=N\Nc1nnc2n1N=C(c1ccccc1)CS2)/c1c[nH]c2ccccc12	94	77	104	94	101	102	95	95
CCCCCCNC(=O)Oc1ccc(/C(=C(/CC)Cc2ccccc2)c2ccc(OCCCN(C)C)cc2)cc1	95	68	89	88	82	91	73	84
Cn1cc(-c2nc(-c3ccc4ccccc4c3)cs2)c2cc(F)ccc21	99	92	104	87	100	85	87	95
CCCCn1cnc2c(=O)[nH]c(N)nc21	106	98	111	104	114	101	92	100
